# Compound activity as filed in PubChem.
# AHR act: AHR activators, primary screen, cell-based, luminescence, luciferase reporter, human | AHR-responsive luciferase reporter cells | activation, % at 5 µM | hit rate 2.5% among 320,000 | AID 2796, 2010; in the data active means activation above about 47%;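 further: 0% = vehicle wells and 100% = reference agonist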
# PAFAH2 FP inh: PAFAH2 enzyme inhibitors, primary screen, biochemical, fluorescence polarization, human. recombinant PAFAH2, FP-rhodamine activity probe. inhibition, % at 3.39 µM. hit rate 0.99% among 340,000. AID 492956, 2010;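 active means inhibition above the mean over all tested compounds plus 3 SD, cut at about 30% in these data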;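 further: inhibitors block probe labeling of enzyme so polarization drops; 0% = enzyme with DMSO and 100% = wells lacking PAFAH2 protein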
# CTSL1 counter: Fasciola hepatica cathepsin L1 inhibitors, primary screen, counter-screen for PFM18AAP inhibitor project, biochemical, QFRET, fluorogenic peptide substrate; recombinant F. hepatica cathepsin L1, Z-Leu-Arg-MCA fluorescence; inhibition, % at 5.96 µM; hit rate 0.49% among 300,000;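 active means inhibition above the mean of all tested compounds plus 3 SD, set per screening campaign, cut at about 17% in these data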;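 further: 0% = plate median of test compound wells and 100% = 1 µM Z-Phe-Ala-diazomethylketone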
# PP5 primary: PP5 phosphatase inhibitors, primary screen, biochemical, fluorescence. Serine/threonine-protein phosphatase 5 (Homo sapiens), P53041. purified PP5c, OMFP substrate fluorescence. inhibition, % at 6.7 µM. hit rate 0.18% among 320,000. AID 1987, 2009;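 active means inhibition above the campaign's mean inhibition across all tested compounds plus 3 SD, cut at about 9.5% in these data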;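 further: 0% = DMSO only and 100% = 100 µM cantharidin control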
# Target sequence (P53041 whole entry, looked up): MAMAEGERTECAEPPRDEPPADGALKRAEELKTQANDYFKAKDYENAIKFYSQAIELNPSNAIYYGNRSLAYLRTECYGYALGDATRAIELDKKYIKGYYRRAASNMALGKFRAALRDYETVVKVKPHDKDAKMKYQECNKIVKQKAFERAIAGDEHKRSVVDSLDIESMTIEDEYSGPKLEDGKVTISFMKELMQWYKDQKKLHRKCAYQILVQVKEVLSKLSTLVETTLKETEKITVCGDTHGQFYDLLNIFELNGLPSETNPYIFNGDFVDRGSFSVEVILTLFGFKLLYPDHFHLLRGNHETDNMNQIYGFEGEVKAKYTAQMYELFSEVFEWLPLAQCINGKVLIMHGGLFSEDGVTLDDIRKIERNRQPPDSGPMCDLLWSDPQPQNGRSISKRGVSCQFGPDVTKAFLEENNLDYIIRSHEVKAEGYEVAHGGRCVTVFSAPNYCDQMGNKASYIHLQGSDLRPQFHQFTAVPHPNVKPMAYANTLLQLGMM
# procasp3 activ: activators of human procaspase-3 D3A mutant, primary screen, biochemical, absorbance, PC-3 D3A mutant, single concentration; Caspase-3 (Homo sapiens), P42574; recombinant procaspase-3 D3A, Ac-DEVD-pNA absorbance 405 nm; activation, % at 8.5 µM; hit rate 0.11% among 330,000; AID 463141, 2010;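 active means activation above the mean of all tested compounds plus 3 SD, cut at about 21% in these data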;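 further: 0% = DMSO alone and 100% = DMSO wells spiked with extra 5 µM PC-3 D3A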
#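 Technique: 405 nm absorbance of p-nitroaniline, reads at 0 and 120 min; Test system: Procaspase-3 D3A mutant; Incubation: 1 h enzyme-compound preincubation, then 2 h substrate reaction, 25 °C; Repeats: singlicate, each compound tested once; Benchmarks: low control DMSO wells, high control DMSO plus 5 µM PC-3 D3A.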
# HCV core dimer: inhibitors of HCV core protein dimerization, primary screen, biochemical, TR-FRET, high-throughput | TR-FRET GST/Flag-core106 dimerization, 1536-well | hit rate 0.33% among 300,000 | inhibition, % at 5 µM | AID 1899, 2009;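 active means inhibition above the mean of all tested compounds plus 3 SD, set per screening campaign, cut at about 45% in these data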
#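 Assay system – GST-tagged and Flag-tagged HCV core protein residues 1-106 · Quantity – core106 proteins, GST 13.5 nM and Flag 17 nM · Benchmarks – unlabelled core106 and no-GST-core106 wells · Read-out basis – percent inhibition of core106 dimerization signal · Detection – time-resolved FRET, ex 340 nm, em 617 and 671 nm · Schedule – 4 h at 22.5 °C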
# proCasp7 act: procaspase-7 activators, primary screen, counter-screen for procaspase-3 activator project, biochemical, absorbance, HTS, human; Caspase-7 (Homo sapiens), P55210; recombinant procaspase-7, Ac-DEVD-pNA absorbance 405 nm; D23A/D198A/D206A triple mutant, cannot self-cleave; scale: DMSO 0, 5 µM enzyme 100; activation, % at 8.5 µM; hit rate 0.093% among 330,000;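 active means percent activation above the screen-wide mean plus 3 SD, cut at about 25% in these data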
#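 Assay system: Uncleavable procaspase-7 mutant enzyme | Input: 2 µM procaspase-7 mutant as dispensed | Timing: 1 h compound preincubation, 2 h substrate cleavage, 25 °C | Repeats: One well per compound | Control set: DMSO wells as 0%, DMSO with 5 µM added PC-7 as 100% | Technique: Epi-absorbance of released pNA at 405 nm, two timepoints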
# PP1 counter: PP1-alpha phosphatase inhibitors, primary screen, counter-screen for PP5 inhibitor project, biochemical, fluorescence, OMFP substrate, single point. hit rate 0.9% among 320,000. purified PP1alpha. inhibition, % at 6.7 µM;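 active means inhibition above the mean inhibition of all tested compounds plus 3 SD, computed separately for each screening campaign, cut at about 15% in these data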
# Target sequence (P62136 whole entry, looked up): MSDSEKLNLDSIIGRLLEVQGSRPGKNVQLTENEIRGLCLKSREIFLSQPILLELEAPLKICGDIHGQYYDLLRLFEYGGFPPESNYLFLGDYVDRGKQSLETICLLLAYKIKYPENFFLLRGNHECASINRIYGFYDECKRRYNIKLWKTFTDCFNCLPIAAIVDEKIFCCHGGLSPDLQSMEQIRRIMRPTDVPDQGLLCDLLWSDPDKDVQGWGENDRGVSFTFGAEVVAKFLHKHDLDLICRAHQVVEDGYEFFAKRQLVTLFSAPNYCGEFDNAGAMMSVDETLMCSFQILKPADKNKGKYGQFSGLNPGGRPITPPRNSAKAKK
# TPT1 inhibitor: Candida albicans TPT1 enzyme inhibitors, primary screen, biochemical, fluorescence polarization | tRNA 2'-phosphotransferase TPT1 (Candida albicans SC5314) | inhibition, % at 5 µM | AID 1962, 2009 | hit rate 0.81% among 300,000 | recombinant caTPT1, FP RNA substrate dephosphorylation;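 active means inhibition above the mean of all tested compounds plus 3 SD, set per screening campaign, cut at about 24% in these data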;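 further: plate controls were DMSO alone for no effect and ferristatin control at 100 nM for full effect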
# Numbers without * were called inactive; nt = no result given.
SMILES,AHR act,PAFAH2 FP inh,CTSL1 counter,PP5 primary,procasp3 activ,HCV core dimer,proCasp7 act,PP1 counter,TPT1 inhibitor
CC(=O)N1SC(N)=NC1c1ccccc1 (stereo not given),1,-1,1,0.6,3,-3,-6,2,-3
Cc1cccc(-n2c(N)c(C(=O)NCCN3CCOCC3)c3nc4ccccc4nc32)c1,45,nt,3,1.8,-7,2,-17,2,4
CC(=O)c1ccc(S(=O)(=O)Nc2ccc(-c3cn4c(n3)SCC4)cc2)cc1,0,5,-3,2.7,9,37,7,1,3
O/N=C(\COc1ccccc1O)c1ccccc1,-2,8,-3,0.2,9,-1,11,-7,-1
C1CSC2(N1)C1CC3CC2CC(C1)C31NCCS1 (stereo not given),2,-3,4,3.0,-19,-1,-22,7,1
COc1ccc(CCN=c2c([N+](=O)[O-])nn(-c3cccc(C)c3)n2O)cc1OC,21,-5,0,-0.3,1,-4,1,-1,0
O=C(O)CCC(=O)Nc1cc(C(F)(F)F)cc(C(F)(F)F)c1,1,1,1,0.1,-2,-2,-4,0,-3
CCN(CC)CCNc1ccnc2cc(Cl)ccc12,0,-7,-2,2.7,7,-4,8,-4,19
Cc1ccc(-n2[nH]c(C)c(/C=N/N3C(=O)c4cccc5cccc(c45)C3=O)c2=O)cc1,17,nt,7,3.1,2,-8,-1,-5,-11
COc1ccc(Cn2nnnc2CN2CCC(c3nc4ccccc4s3)CC2)cc1,4,-1,4,3.4,-2,3,3,1,2
CCn1c(CSCc2ccc(C)cc2)nnc1SCC(=O)N1CCN(c2ccccc2)CC1,-1,10,0,2.8,-1,12,7,-2,0
COc1ccc(OCCSc2nnc(CCNC(=O)c3ccc(OC)cc3)n2C)cc1,2,6,-4,2.7,-1,1,4,-1,4
COCCn1c(SCC(=O)Nc2ccc3c(c2)CCC3)nc2ccccc2c1=O,4,2,0,4.6,6,8,12,-1,1
Cc1c(NC(=O)c2coc(=O)c(Br)c2)c(=O)n(-c2ccccc2)n1C,1,0,2,3.6,-16,-2,-4,-1,-3
CC(C)(C)NC(=O)C(c1ccc(OCC(N)=O)cc1)N(C(=O)c1cccnc1)C1CC1 (stereo not given),0,-1,-1,-1.8,13,2,5,-3,-2
Cn1cc(C(=O)c2ccc(Cl)cc2Cl)cc1C(=O)N/N=C(\N)COc1ccccc1,0,8,3,3.7,3,-4,7,2,-2
CCCNC(=S)N1CCC(NC(=O)C23CC4CC(CC(C4)C2)C3)CC1,0,1,-7,0.9,2,2,6,-2,0
CCOc1ccc(N2CC(C(=O)NC3CCCC3)CC2=O)cc1 (stereo not given),0,-7,4,-0.7,7,8,-2,-3,-2
CC(=O)/C(N=Nc1cc(C)ccc1O)=C(\C)O,56*,7,2,0.6,-1,7,5,-1,44*
CCn1c(C(C)NC(=O)c2ccc(Cl)cc2)n[nH]c1=S (stereo not given),1,4,-3,2.6,0,3,1,-1,1
O=C(CSc1nnc(CCCN2C(=O)c3cccc4cccc(c34)C2=O)n1-c1ccccc1)N1CCN(CCO)CC1,4,-7,-1,0.1,1,-2,3,-6,0
CCn1c(SCC(=O)N2CCN(c3ccccc3)CC2)nc2c([nH]c3ccccc32)c1=O,54*,-8,0,1.0,4,5,0,-3,-2
COc1cccc(CN2CCC(n3nccc3NC(=O)CCOc3ccccc3)CC2)c1O,10,1,0,3.9,-3,0,4,-7,3
COc1ccc(CNC(=O)C2CCCN(c3nccc(C)n3)C2)cc1 (stereo not given),6,-1,3,-0.9,-3,-3,4,-1,2
CC(=O)Nc1ccc(C(=O)OCC(=O)NCc2ccc(Cl)cc2)cc1,-1,nt,0,1.6,-3,-6,0,1,-3
COCc1cc(C)nc2sc(C(=O)OC)c(N)c12,5,-8,-1,0.1,-4,-7,9,-4,1
COc1ccc(CCNC(=O)COC(=O)c2cc(OC)c(OC)cc2OC)cc1,0,6,1,2.2,-4,-5,0,-2,-2
O=C1NC(C(F)(F)F)(C(F)(F)F)N=C2SC=CN12,-3,-4,-3,1.6,1,-4,2,-1,-1
O=C(Nc1cc(C(F)(F)F)ccc1N1CCCC1)C1=COCCO1,2,12,3,3.4,17,-1,-16,-1,-1
COC(=O)c1ccc(-c2nc(-c3cccs3)no2)cc1,-6,1,5,3.0,-3,-15,2,-3,0
COc1ccc(NC(=O)c2ccc(-n3cnnn3)cc2)c([N+](=O)[O-])c1,-2,-7,-1,-1.6,0,21,0,5,11
Cc1cccc(N2CCN(C(=O)NC3CCCCC3)CC2)c1C,0,-1,7,-2.7,-3,-7,5,0,-3
O=C(CN1C(=O)c2ccc([N+](=O)[O-])cc2C1=O)NCc1ccc(C(=O)O)cc1,0,2,-1,1.2,13,3,15,-1,-3
O=C(NC1CCCCC1)N(C1=NCCCCC1)c1ccc(Br)cc1,8,-6,-3,2.4,3,-2,2,0,2
CC(=O)c1ccccc1NC(=O)COc1ccc(N(C)S(=O)(=O)c2ccc(C)c(C)c2)cc1,15,0,nt,3.2,1,nt,-1,7,nt
COc1ccc(CCN(Cc2cccs2)S(=O)(=O)c2ccc(C(=O)O)cc2)cc1OC,-2,2,4,0.7,-5,0,-1,-2,2
Cc1nc2cc(-c3ccccc3)nn2c(C)c1CCC(=O)NC(C)c1ccc2c(c1)OCCO2 (stereo not given),-12,5,-4,-0.8,2,6,6,-2,0
COc1ccc(-c2nc(N)ncc2-c2ccccc2)c(O)c1,14,1,-5,0.5,2,4,4,-4,-1
CCSc1nnc(NC(=O)C(Cc2ccccc2)n2cccc2)s1 (stereo not given),-1,-2,0,-1.3,6,3,-7,-1,-5
Cc1cc(=O)oc2cc(OCC3CC(c4ccccc4Cl)=NO3)ccc12 (stereo not given),-12,10,-4,3.5,5,11,2,0,2
CN(C)S(=O)(=O)n1cnc([C@H]2c3c(ncn3Cc3ccccc3)C[C@H]3COC(=O)[C@@H]32)c1,0,5,nt,-3.6,11,nt,3,-8,nt
C=CCc1cccc2cc(C(=O)N(CC)CC)c(=O)oc12,7,8,1,1.2,-1,-4,14,1,2
CNC(=O)c1sc(-c2ccccc2)nc1C,-4,-3,-3,2.4,6,2,4,-2,-3
Cc1cccc[n+]1CC(=O)N1c2ccccc2Sc2ccccc21,1,-6,-1,-0.6,4,-5,4,-4,-5
CC(SCc1ccccc1)C(=O)Nc1ccccc1-c1ccccc1 (stereo not given),-3,-1,0,1.9,-12,-1,-8,2,0
CCNC(=S)NNC(=O)CCn1cc(C)cn1,0,-3,1,-1.5,-6,2,-6,-1,-3
CC(NC(=O)C1CCC(C(C)(C)C)CC1)C(c1ccccc1)N1CCOCC1 (stereo not given),6,6,3,1.3,0,13,5,3,1
CC(NC(=O)c1ccc(Br)cc1)c1ccccc1 (stereo not given),1,-1,2,4.2,4,-2,1,-1,-2
CCOc1ccc(C(=O)Cc2ccc3oc(C(=O)O)cc3c2)c(O)c1,1,1,5,-0.9,-3,-7,-3,-5,-4
COc1ccccc1NS(=O)(=O)c1cccc(C(=O)NNC(=O)C(C)NC(=O)c2ccco2)c1 (stereo not given),0,0,nt,nt,-7,nt,6,nt,nt
COc1ccc(/C=N/NC(=O)C2C(C=C(Cl)Cl)C2(C)C)c(OC)c1 (stereo not given),9,11,0,3.3,4,3,7,1,3
CC1CCN(S(=O)(=O)c2ccc(NC(=O)N3c4ccccc4Sc4ccccc43)cc2)CC1,-1,-7,-6,2.6,-3,14,-4,1,-1
CCOc1ccccc1C(=O)NCC(=O)OCC(=O)c1c(N)n(C)c(=O)n(C)c1=O,1,7,nt,nt,5,nt,5,nt,nt
O=C(CCCn1c(=O)[nH]c2ccsc2c1=O)N1CCCCC1,2,7,-5,4.2,2,2,7,-2,2
CCc1cccc(C)c1NC(=O)CSc1nc(-c2ccccc2F)nc2nc[nH]c12,0,-9,6,-0.6,2,-30,4,24*,-6
Cc1ccc(S(=O)(=O)NCC(=O)NCc2ccncc2)cc1,2,2,-4,-1.1,7,-6,-9,-4,-3
COc1c(Cl)cccc1-c1cn2ccccc2n1,14,1,-4,1.0,-3,3,-3,-2,-3

# In the list so far, these contain an aryl methoxy group:
SMILES,AHR act,PAFAH2 FP inh,CTSL1 counter,PP5 primary,procasp3 activ,HCV core dimer,proCasp7 act,PP1 counter,TPT1 inhibitor
COc1ccc(CCN=c2c([N+](=O)[O-])nn(-c3cccc(C)c3)n2O)cc1OC,21,-5,0,-0.3,1,-4,1,-1,0
COc1ccc(Cn2nnnc2CN2CCC(c3nc4ccccc4s3)CC2)cc1,4,-1,4,3.4,-2,3,3,1,2
COc1ccc(OCCSc2nnc(CCNC(=O)c3ccc(OC)cc3)n2C)cc1,2,6,-4,2.7,-1,1,4,-1,4
COc1cccc(CN2CCC(n3nccc3NC(=O)CCOc3ccccc3)CC2)c1O,10,1,0,3.9,-3,0,4,-7,3
COc1ccc(CNC(=O)C2CCCN(c3nccc(C)n3)C2)cc1 (stereo not given),6,-1,3,-0.9,-3,-3,4,-1,2
COc1ccc(CCNC(=O)COC(=O)c2cc(OC)c(OC)cc2OC)cc1,0,6,1,2.2,-4,-5,0,-2,-2
COc1ccc(NC(=O)c2ccc(-n3cnnn3)cc2)c([N+](=O)[O-])c1,-2,-7,-1,-1.6,0,21,0,5,11
COc1ccc(CCN(Cc2cccs2)S(=O)(=O)c2ccc(C(=O)O)cc2)cc1OC,-2,2,4,0.7,-5,0,-1,-2,2
COc1ccc(-c2nc(N)ncc2-c2ccccc2)c(O)c1,14,1,-5,0.5,2,4,4,-4,-1
COc1ccccc1NS(=O)(=O)c1cccc(C(=O)NNC(=O)C(C)NC(=O)c2ccco2)c1 (stereo not given),0,0,nt,nt,-7,nt,6,nt,nt
COc1ccc(/C=N/NC(=O)C2C(C=C(Cl)Cl)C2(C)C)c(OC)c1 (stereo not given),9,11,0,3.3,4,3,7,1,3
COc1c(Cl)cccc1-c1cn2ccccc2n1,14,1,-4,1.0,-3,3,-3,-2,-3

# Outcome played no part in choosing rows; about 5.6% have a hit in one of these screens.
